Compound activity (PubChem)
LGR2 antag = inhibitors of bursicon-induced LGR2 CRE-luciferase signal, primary screen, cell-based, HEK293, CRE-luciferase reporter, bursicon stimulation; Drosophila bursicon receptor LGR2 (rickets); bursicon-stimulated, 4 h; inhibition, % at 9.99 µM; 380,000 compounds, 0.35% hits; AID 720647, 2013;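 active = drop in luminescence signal, shown as inhibition above about 50% in the replicate tests, limit read from the data, passing the limit was not always enough; inconclusive = probably only some replicates passing the limit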;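 note: agonist challenge used bursicon conditioned medium at about half maximal strength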
FN deposit inh = inhibitors of fibronectin matrix deposition, primary screen, AH1F cells, Alexa488-fibronectin fluorescence, plate reader. AH1F fibroblasts, overnight. inhibition, % at 12.6 µM. 350,000 compounds, 0.086% hits. AID 743247, 2014;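 active = mean inhibition across replicates of 30% or more, regardless of how many single replicates reach that level; inconclusive = mean under 30% yet at least half of replicates reach 30%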;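 note: positive control wells lacked labelled fibronectin entirely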
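Material – AH1F fibroblast monolayer, labelled fibronectin deposition · Reagent – labelled fibronectin 24 nM · Timing – 1 h adhesion, overnight exposure · Measured by – fluorescence at 485 nm excitation, 525 nm emission · Read-out – inhibition of fibronectin deposition signal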
The depositor's hits bear a star; u = inconclusive; & = joins results of further samples. An excerpt. The share of hits here may be higher or lower than overall.

SMILES	LGR2 antag	FN deposit inh
C=CCn1c(SCC(=O)Nc2cccnc2Cl)nnc1-c1ccc(C(C)(C)C)cc1	-3.1	-5.1
O=[N+]([O-])c1cnc(N2CCCCC2)c([N+](=O)[O-])c1	0.4	5.1
Cc1[nH]nc(Sc2ccccn2)c1[N+](=O)[O-]	27.2	0.8
CC(C)(C)c1ccc(CSc2nnc(-c3ccccc3NC(=O)c3ccccc3)o2)cc1	5.3	-2.6
Cn1c(SCC(=O)NNC(=O)Cc2ccccc2)nnc1-c1ccccc1	1.7	-2.1
COc1ccc2ccccc2c1C(=O)/C=C\c1ccoc1	-12.2	6.3
O=C(c1ccc(S(=O)(=O)c2ccccc2)cc1)N1CCc2ccccc2C1	31.3	9.1
Cc1ccc(S(=O)(=O)N(C)CCCC(=O)N2CCN(C=O)CC2)cc1	-6.1	-0.5
COc1cc(-c2ccc(NC(=O)c3ccc(C)cc3)c(OC)c2)ccc1NC(=O)c1ccc(C)cc1	-18.0	1.9
Cc1ccc(C(=O)N/C(=C/c2ccc(Cl)cc2)C(=O)NCC2CCCO2)cc1 (centres undefined)	9.2	-7.5
O=C(Nc1cccc2nsnc12)c1ccc(-c2ccc(Br)cc2)o1	-5.6	-0.7
COc1ccccc1NC(=S)c1ccccc1	-7.3	4.6
COc1ccc(/C=N/OCC(=O)NCc2cccs2)c(OC)c1	-18.6	1.2
O=S(=O)(NCC(c1ccco1)N1CCN(c2ccc(F)cc2)CC1)c1ccc(F)cc1 (centres undefined)	10.8	4.2
CCOC(=O)c1sc(N/N=C/c2ccccc2)nc1C	-90.4	5.2
Cc1cc(Nc2cccc(Cl)c2)nc(N2CCOCC2)n1	20.8	-0.5
O=C(c1ccc(F)cc1)N1C[C@@H]2N[C@H](C1)C2c1ccc(-c2ccccc2F)cc1 (some centres undefined)	12.3&7.1	2.7&1.9
COc1ccc(/C=N/NC(=O)c2ccncc2)cc1CSc1nc2ccccc2s1	3.4	-2.8
Cc1ccsc1CN1CCC(C(=O)NCc2ccccc2Cl)CC1	-10.5	0.1
O=C(Nc1cccc(F)c1)C1CCN(C(=O)c2ccc(Cl)cc2)CC1	8.1	-5.3
S=C(c1ccc(-c2cc(Cl)ccc2Cl)o1)N1CCCCC1	-20.2	1.3
Cc1ccc(C(=O)Nc2nc(-c3ccccc3)c(-c3ccccc3)o2)cc1	0.5	0.9
Cc1ccc(C)n1-c1cccc(NC(=O)c2ccccc2)c1	-6.9	1.2
CCc1cc2ccc(C)cc2nc1SCC(=O)Nc1cc(OC)c(OC)cc1C(=O)O	32.9	1.0
COC(=O)c1ccc(C(=O)OC)c(NC(=S)N2CCCC(C)C2)c1 (centres undefined)	1.7	-2.0
(list continues)
SMILES	LGR2 antag	FN deposit inh
Nc1oc2ccc(F)cc2c(=O)c1C=O	4.1	-3.2
Cc1cc(NC(=O)/C=C/c2cccc(Cl)c2)n(-c2nc3ccccc3[nH]2)n1	22.9	0.9
NC(CC(=O)O)c1ccc(F)cc1 (centres undefined)	-5.6	4.4
Cc1c(-c2nnc(SCC(=O)O)n2-c2ccccc2Br)nnn1-c1ccccc1	19.5	-1.6
O=C(CO/N=C/c1cccc([N+](=O)[O-])c1)NC1CCCCCC1	0.6	13.5
COCCNC(=O)c1ccc2c(c1)NC(=O)CS2	-5.2	2.5
CCCCNC(=S)N(C)/N=C/c1ccccc1F	-7.9	-1.7
O=C(NCc1cccs1)c1ccc(Cl)s1	-22.2	-11.1
O=C(O)c1cc2c(s1)-c1ccccc1CC2	4.9	-4.4
Cc1ccc(S(=O)(=O)N2CCC(C(=O)N/N=C/c3cccnc3)CC2)cc1	-2.8	-0.9
O=C(CSc1ccc2ccccc2n1)NCCC1=CCCCC1	2.6	-19.3
O=C1CCC(CCC(=O)N2CCCC(C(=O)c3cccc(C(F)(F)F)c3)C2)=NN1 (centres undefined)	-0.5	-14.7
O=C(NC(Cc1ccccc1)C(=O)O)/C(=C/c1ccccc1)NC(=O)c1ccccc1 (centres undefined)	5.8	0.0
S=C(NCCc1ccccc1)N/N=C/c1c(Cl)cccc1Cl	3.6	-8.4
COc1ccc(NC(=O)COC(=O)C2CCC(C(C)(C)C)CC2)c([N+](=O)[O-])c1 (centres undefined)	4.6	4.7
O=C(Cc1ccc(Cl)cc1)Nc1cccc(S(=O)(=O)Nc2ccccc2F)c1	-9.6	-5.8
COc1ccc(C(=O)NNC2=NC(C)(C)Cc3ccccc32)cc1	-17.6	1.4
CCc1cc(C(=O)N/N=C/c2c(C)[nH]c3ccccc23)cs1	-7.2	7.1
CC(Sc1nnc(Nc2ccccc2)s1)C(=O)NC1CCCc2ccccc21 (centres undefined)	4.7	-1.8
Cc1ccc(NC(=S)NNC(=O)c2ccc(N3CCOCC3)c([N+](=O)[O-])c2)cc1C	3.9	-8.5
CCCCNC(=S)N/N=C/c1cc(C)ccc1C	14.0	-4.5
Cc1ccc(NC(=O)CSc2nnc(-c3n[nH]c4ccccc34)n2-c2ccccc2)c(C)c1	-2.7	-4.5
CCOC(=O)C1=C(CC)OC(N)=C(C#N)C1c1ccc(OC)c(C)c1OC (centres undefined)	13.3	0.4
Cc1ccc(S(=O)(=O)N2CCN(CC(=O)N/N=C\C(Cl)=C\c3ccccc3)CC2)cc1	11.4	0.9
Cc1ccc2nc(N(CCCN(C)C)C(=O)c3ccc(S(=O)(=O)N(C)C)cc3)sc2c1	-13.9	3.2
Other compounds:
SMILES	LGR2 antag	FN deposit inh
Nc1nc(SCC(=O)NCc2ccccc2)[nH]c(=O)c1NC(=O)c1ccccc1F	-3.3	-14.8
O=C(c1cc(N2C(=O)C3C4CCC(C4)C3C2=O)ccc1Cl)N1CCN(c2ccccc2F)CC1 (centres undefined)	1.8	1.6
CCCC1=[N+](CC(=O)c2ccc(C)cc2)CCn2cccc21	-15.1	1.8
Cc1ccc(S(=O)(=O)N(C)C)cc1NC(=O)CSc1nc2ccccc2[nH]1	-15.6	28.8
O=C(COC(=O)C1(c2ccc(F)cc2)CCCC1)N1CCc2ccccc21	13.8	-11.8
Cc1ccc(-c2nc(-c3cccnc3)sc2CC(=O)Nc2ccc(C)c(Cl)c2)cc1	20.1	8.0
COc1ccccc1C(=O)NC(C)C(c1cccs1)N1CCN(C)CC1 (centres undefined)	4.3	-1.6
CCOC(=O)c1c(NC(NC(=O)C(C)C)C(Cl)(Cl)Cl)sc2c1CCC2 (centres undefined)	23.9	-4.5
CCC(C)[C@H](NC(=O)NC(C)C)C(=O)O (some centres undefined)	4.7	-1.6
CCC(C)c1ccccc1NC(=O)COC(=O)CCc1cc(OC)c(OC)c(OC)c1 (centres undefined)	u	8.6
CCNc1nc(NCC)n2c(SCC(=O)N3CC4(C)CC3CC(C)(C)C4)nnc2n1 (centres undefined)	27.1	-1.8
CCCCCCN1CC(C(=O)OCC)C(=O)C1=O (centres undefined)	-9.5	-4.3
O=C(C(Cl)Cl)N1CCN(c2ccccn2)CC1	14.9	3.6
CCOc1ccccc1NC(=O)CSC1=C(C#N)C(c2ccco2)C(C(=O)Nc2nc3ccccc3s2)=C(C)N1 (centres undefined)	10.6	4.7
CCOC(=O)CNc1nc(C(C)(C)C)nc2c1nnn2Cc1ccccc1Cl	16.4	-3.2
COc1ccc(Cn2c(=O)[nH]c3cc(C(=O)Nc4ccc(N5CCN(C)CC5)cc4)ccc32)cc1	8.0	-4.6
C[C@@H]1CN([C@@H](C)CO)C(=O)c2cccc(NC(=O)Nc3cccc4ccccc34)c2O[C@H]1CN(C)S(=O)(=O)c1cn(C)cn1	5.8	-4.2
Cc1ccc(C(NC(=O)N2CC(C)OC(C)C2)C(Cl)Cl)cc1F (centres undefined)	11.5	3.1
O=C(NC(c1ccccc1)c1ccccc1)C1CCCC1	-12.3	0.4
CCCCC12CN3CCN(CC(C3)/C1=N\NC(=O)c1ccccc1N)C2	13.7	-8.7
COc1ccc(N(/N=C2\Sc3ccccc3C2=O)C(C)=O)cc1	-71.3	3.5
COCC(=O)N1CC2(CCN(C(=O)c3cccnc3)CC2)c2c([nH]c3cc(OC)ccc23)[C@H]1CO	-22.5	-1.7
O=c1ccn(Cc2ccc(F)cc2)c2ccnc(C(F)(F)F)c12	3.7	-3.6
CCN1CCCC1CNCc1cccc(OC)c1OCc1ccc(F)cc1 (centres undefined)	-13.0	-0.3
C=CCNC(=O)/C(C#N)=C/c1cn(-c2ccccc2)nc1-c1cccs1	5.3	0.6

Next part, overlapping the part above by 2 compounds.
SMILES	LGR2 antag	FN deposit inh
CCN1CCCC1CNCc1cccc(OC)c1OCc1ccc(F)cc1 (centres undefined)	-13.0	-0.3
C=CCNC(=O)/C(C#N)=C/c1cn(-c2ccccc2)nc1-c1cccs1	5.3	0.6
CCOC(=O)C1=C(C(F)(F)F)Nc2ncnn2C1c1ccc(OC)cc1OC (centres undefined)	-7.8	3.2
COc1ccc2cc(C(C)=O)c(=O)oc2c1	-4.7	6.5
CCC1(NC(C)=O)CC2CC1CC2NC(C)=O (centres undefined)	-4.6	-10.7
COc1ccc(N2C(=O)S[C@@H]3CS(=O)(=O)C[C@@H]32)cc1	2.6	5.2
OCCC1CN(Cc2ccc3nsnc3c2)CCN1C1CCCCC1 (centres undefined)	8.1	-0.9
O=C(CSc1nc2cc(Cl)ccc2s1)Nc1cccc(S(=O)(=O)N2CCOCC2)c1	1.8	-7.3
CC1(C)CC(CC(=O)NNc2nc(-c3ccccc3)cs2)C(=O)O1 (centres undefined)	-16.1	3.5
CN(C)CCCNC(NC(=O)c1cccs1)C(Cl)(Cl)Cl (centres undefined)	7.1	1.5
CC1=C(C(=O)OC2CCCCC2)C(c2cccs2)n2c(nc3ccccc32)N1 (centres undefined)	3.8	-10.7
N#CC(C#N)=C1C=CC=CN1/C(=C\c1ccco1)C(=O)c1ccc(Br)cc1	22.8	-7.3
Cc1ccc(S(=O)(=O)c2nc(-c3cccs3)oc2NCCCN(C)C)cc1	11.2	2.1
COc1ccc(CCNC(=O)CSCc2n[nH]c(=O)[nH]2)cc1OC	-15.7	-3.6
C[C@H]1CN([C@@H](C)CO)C(=O)c2cccc(NC(=O)CCCCCC(=O)Nc3ccccc3N)c2O[C@@H]1CN(C)C(=O)NC1CCCCC1	15.6	17.0
O=[N+]([O-])c1cc(/C=N/O)ccc1N1CCCC1	-0.5	1.3
Cc1ccc(C(=O)COc2ccccc2-c2ccccc2)cc1	-3.2	1.4
Cc1ccc2c(c1)N(C(=O)CCC(=O)O)CCO2	-1.7	13.5
CCOc1ccc(-c2cc(C(=O)NCC3CCCO3)c3ccccc3n2)cc1 (centres undefined)	-44.7	3.4
COC(=O)c1ccccc1NC(=O)c1cc([N+](=O)[O-])nn1Cc1ccccc1	-11.6	1.4
O=C(Oc1ccccc1N1C(=O)C2CCCCC2C1=O)c1ccccc1F (centres undefined)	-1.8	5.1
COc1ccc(CC(=O)Nc2nccs2)cc1OC	-22.1	-2.5
CN(C(=O)COC(=O)c1cccnc1Nc1cccc(C(F)(F)F)c1)C1CCS(=O)(=O)C1 (centres undefined)	-21.4	4.6
COc1ccc(/C=C(\C#N)C(=O)NC2CCS(=O)(=O)C2)cc1OC (centres undefined)	6.7	8.3
CCOC(=O)c1c(NC(=O)CC2SC(N)=NC2=O)sc2c1CCC(C)C2 (centres undefined)	7.7	-9.0
CCc1cccc(NC(=O)Cn2c(-c3ccccc3)cc(C(C)=O)c2C)c1	3.7	-4.8
COc1ccc(/C=C/C(=O)Nc2ccc(OC)cc2[N+](=O)[O-])cc1	16.0	7.6

Continued (seven carried over from the part before).
SMILES	LGR2 antag	FN deposit inh
O=C(Oc1ccccc1N1C(=O)C2CCCCC2C1=O)c1ccccc1F (centres undefined)	-1.8	5.1
COc1ccc(CC(=O)Nc2nccs2)cc1OC	-22.1	-2.5
CN(C(=O)COC(=O)c1cccnc1Nc1cccc(C(F)(F)F)c1)C1CCS(=O)(=O)C1 (centres undefined)	-21.4	4.6
COc1ccc(/C=C(\C#N)C(=O)NC2CCS(=O)(=O)C2)cc1OC (centres undefined)	6.7	8.3
CCOC(=O)c1c(NC(=O)CC2SC(N)=NC2=O)sc2c1CCC(C)C2 (centres undefined)	7.7	-9.0
CCc1cccc(NC(=O)Cn2c(-c3ccccc3)cc(C(C)=O)c2C)c1	3.7	-4.8
COc1ccc(/C=C/C(=O)Nc2ccc(OC)cc2[N+](=O)[O-])cc1	16.0	7.6
Cc1ccc(-c2nc(C)sc2CC(=O)Nc2cccc(C)c2C)cc1	0.4	-3.0
Cc1nn(C)cc1/C=C(/C#N)C(N)=O	2.7	-3.3
Cc1ccc(N2C(=O)C3C4CC(=O)C(c5ccccc54)C3C2=O)cc1C (centres undefined)	-48.1	0.8
O=c1cc(O)c2sc(Nc3cccc(C(F)(F)F)c3)nc2[nH]1	1.5	-5.5
O=C(CCc1ccc(S(=O)(=O)N2CCOCC2)cc1)NN=C1CCCCCCC1	9.7	3.5
Cc1ccc(NS(=O)(=O)c2cccc(C(=O)N/N=C/c3c(C)nn(-c4ccccc4)c3N3CCCC3)c2)c(C)c1	14.4	7.3
Cc1ccsc1/C=N/NC(=O)c1ccco1	-44.1	-2.9
COc1ccc(OC)c(NC(=O)Cn2c(CCC(=O)O)ccc2-c2ccccc2)c1	-7.3	0.0
Cc1ccc(NC(=O)c2cc(N3C(=O)C=CC3=O)ccc2Cl)cc1C	9.3	-6.0
COc1ccc(C(=O)CN2C3=NCCCN3c3ccccc32)cc1OC	-3.3	-7.7
Cc1ccc(S(=O)(=O)Nc2ccncc2)c(C)c1N(C)S(=O)(=O)c1ccc(F)cc1	28.0	-0.3
CCc1ccc(NC(=O)C2CCCCC2C(=O)O)cc1 (centres undefined)	9.0	-4.8
COc1cc(NC(=O)c2cccc(COCC(F)(F)C(F)F)c2)cc(OC)c1OC	19.0	-5.1
O=C(N/N=C/c1cc2ccccc2nc1Cl)[C@H]1C[C@@H]1c1ccccc1	7.7	-9.3
